Source: PubChem (several laboratories)
S1P2 blocker: human S1P2 receptor antagonists, primary screen, cell-based; Sphingosine 1-phosphate receptor 2 (Homo sapiens), O95136; cell-based S1P2 antagonist assay, inhibition at 5 uM; inhibition, % at 5 µM; actives 0.21% (n = 97,000); AID 736, 2007; in the data active = inhibition above about 45%;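 note: CRE beta-lactamase reporter cells expressing human S1P2 stimulated with S1P; 0% = agonist at EC80 alone and 100% = agonist plus reference antagonist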
PostGolgi ctrl: growth inhibition of yeast control strain, primary screen, counter-screen for post-Golgi transport modulator project; inhibition, % at 10 µM; efflux-deficient yeast background strain, growth absorbance A615, 16 h; AID 738, 2007; actives 5% (n = 98,000)
S1P2 agonist: S1P2 receptor agonists, primary screen, cell-based. activation, % at 4.5 µM. actives 0.46% (n = 97,000). S1P2-expressing cell line, agonist reporter read-out. Sphingosine 1-phosphate receptor 2 (Homo sapiens), O95136; in the data active = activation above about 16%;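 note: 0% = vehicle low control and 100% = maximal reference agonist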
sEH inh: soluble epoxide hydrolase inhibitors, primary screen, biochemical, human sEH | inhibition, % at 2 µM | AID 707, 2007 | Bifunctional epoxide hydrolase 2 (Homo sapiens), P34913 | recombinant human sEH enzymatic activity assay | actives 0.34% (n = 91,000); in the data active = inhibition above about 80%; note: values of inactives mirror those of a sister screen read the other way; many of its hits are not listed in these tables
Ecoli WT expand: growth inhibitors of wild-type E. coli, primary screen, strain BW25113, expanded library, OD600 | growth inhibition, % at 100 µM | AID 710, 2007 | OD600 absorbance | actives 0.15% (n = 98,000);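 active = growth inhibition above about 50% at one test dose, limit read from the data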;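 note: growth measured after 20 h incubation at 37 °C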
PLAP activator: PLAP enzyme activators, biochemical, luminescence, HTS; Alkaline phosphatase, placental type (Homo sapiens), P05187; purified PLAP enzyme, luminescent substrate read-out; active compounds read high; AID 696, 2007; actives 1.2% (n = 96,000); activation fold at 20 µM; in the data active = activation fold above about 2
PostGolgi yeast: phenotypic screen on post-Golgi transport, primary screen | post-Golgi transport phenotypic cell assay | actives 0.9% (n = 98,000) | inhibition, % at 10 µM;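 note: yeast cells grown in 1536-well plates; yeast grown about 18 h at 30C before absorbance read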
Mac1 fbg inh: inhibitors of CD11b/CD18 adhesion to fibrinogen, primary screen, K562 cells, luminescence | actives 0.54% (n = 93,000) | inhibition, % at 10 µM | ATPlite luminescence; Mn2+ added to activate the integrin | Integrin beta-2 (Homo sapiens) + Integrin alpha-M (Homo sapiens), P05107+P11215;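 active = primary inhibition of 50% or more at 10 µM, then 40% or more on retest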; note: some results filed as inactive read as strong as hits
Target sequence (P05107 whole entry, looked up, other chains not shown): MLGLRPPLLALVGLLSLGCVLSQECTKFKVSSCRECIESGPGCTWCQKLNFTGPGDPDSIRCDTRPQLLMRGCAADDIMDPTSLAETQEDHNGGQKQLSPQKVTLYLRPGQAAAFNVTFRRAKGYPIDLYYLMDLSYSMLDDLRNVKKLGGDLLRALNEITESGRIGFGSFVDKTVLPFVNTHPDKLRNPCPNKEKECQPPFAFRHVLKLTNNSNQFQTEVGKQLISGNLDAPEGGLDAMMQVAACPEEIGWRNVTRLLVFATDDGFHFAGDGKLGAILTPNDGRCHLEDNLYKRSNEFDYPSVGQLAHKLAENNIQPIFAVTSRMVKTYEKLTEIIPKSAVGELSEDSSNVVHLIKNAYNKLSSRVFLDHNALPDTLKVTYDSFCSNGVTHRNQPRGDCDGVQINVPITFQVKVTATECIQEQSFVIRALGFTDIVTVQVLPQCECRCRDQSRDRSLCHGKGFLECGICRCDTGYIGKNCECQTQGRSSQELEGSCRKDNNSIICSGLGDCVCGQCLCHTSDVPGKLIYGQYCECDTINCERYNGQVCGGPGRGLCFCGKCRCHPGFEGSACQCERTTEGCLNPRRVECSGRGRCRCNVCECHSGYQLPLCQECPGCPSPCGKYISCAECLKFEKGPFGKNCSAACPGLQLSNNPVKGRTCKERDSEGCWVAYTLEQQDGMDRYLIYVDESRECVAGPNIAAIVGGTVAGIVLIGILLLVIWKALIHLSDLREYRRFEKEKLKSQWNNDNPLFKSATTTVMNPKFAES
sEH activator: soluble epoxide hydrolase activators, primary screen, biochemical, human sEH; Bifunctional epoxide hydrolase 2 (Homo sapiens), P34913; purified human sEH enzymatic activity, activator screen; activation, % at 2 µM; actives 0.04% (n = 91,000); in the data active = activation above about 37%; note: values of inactives mirror those of a sister screen read the other way
Numbers without * were called inactive; . = no result given. Cut-off read from the data, not from the text of the source, unless noted: active = inhibition above about 30%; inactive = the rest.

nr	Structure	S1P2 blocker	PostGolgi ctrl	S1P2 agonist	sEH inh	Ecoli WT expand	PLAP activator	PostGolgi yeast	Mac1 fbg inh	sEH activator
1	CCc1c(C#N)c(SCCC(=O)Nc2cccc(OC)c2)nc2c1C(=O)CC(C)(C)C2	-10	0	-2	-4	-10	1.5	7	11	7
2	O=C(Nc1ccc2snnc2c1)N1CCOCC1	-1	10	0	7	4	1.1	-4	-7	-6
3	Cc1ccc(-c2csc(-c3c[nH]c4ccccc34)n2)c(C)c1	-15	-2	-3	-3	-9	1.2	0	4	2
4	CC(=O)CC(C)(C)n1nnc(-c2ccccc2)n1	-27	7	-2	-13	-1	1.3	-9	-6	15
5	O=C(c1cc2ccccc2o1)N1CCN(c2ccccc2Cl)CC1	10	40*	-4	11	-10	1.1	1	-18	-11
6	COc1ccc2c(c1)c1ncn(CCN3CCCCC3)c(=O)c1n2C	1	2	-1	5	4	1.7	0	16	-5
7	CSc1nc(SCC(N)=O)c2c3c(sc2n1)CN(C)CC3	-7	0	-2	3	10	1.4	1	-6	-2
8	CCN(C(=O)CSc1ncn[nH]1)c1cccc2ccccc12	13	12	-2	.	5	2.3*	-6	-9	.
9	NC(=O)C1(N2CCCCC2)CCN(C(=O)CSc2nc3ccccc3o2)CC1	9	.	-3	-18	.	.	.	.	14
10	CCOc1ccc(NC(=O)c2cc3c(C)nc4ccccc4c3o2)cc1	9	9	0	4	-15	1.3	-3	19	-3

As a working copy, some entries already given.
nr	Structure	S1P2 blocker	PostGolgi ctrl	S1P2 agonist	sEH inh	Ecoli WT expand	PLAP activator	PostGolgi yeast	Mac1 fbg inh	sEH activator
1	CCc1c(C#N)c(SCCC(=O)Nc2cccc(OC)c2)nc2c1C(=O)CC(C)(C)C2	-10	0	-2	-4	-10	1.5	7	11	7
2	O=C(Nc1ccc2snnc2c1)N1CCOCC1	-1	10	0	7	4	1.1	-4	-7	-6
3	Cc1ccc(-c2csc(-c3c[nH]c4ccccc34)n2)c(C)c1	-15	-2	-3	-3	-9	1.2	0	4	2
4	CC(=O)CC(C)(C)n1nnc(-c2ccccc2)n1	-27	7	-2	-13	-1	1.3	-9	-6	15

Carrying on.
nr	Structure	S1P2 blocker	PostGolgi ctrl	S1P2 agonist	sEH inh	Ecoli WT expand	PLAP activator	PostGolgi yeast	Mac1 fbg inh	sEH activator
11	Cc1nn(Cc2ccc(F)cc2)c(C)c1NC(=O)c1cnn2cccnc12	-24	30	-5	-5	3	1	0	-3	8
12	Cc1nc2ccc(C(C(F)(F)F)(C(F)(F)F)C(F)(F)F)cc2[nH]1	2	66*	-3	-6	3	1.3	8	0	11
13	O=C(c1ccc(F)cc1)N1CCN(c2cc(=O)[nH]nc2-c2ccccc2)CC1	8	1	-5	12	-3	1.2	-5	.	-9
14	O=C1Nc2ccccc2SC(c2ccccc2)C1O (stereo not drawn)	-7	2	-2	-5	-3	1.3	-10	4	8
15	COCCn1c(SCC(=O)N2CC(=O)Nc3ccccc32)nnc1-c1ccoc1C	-8	.	-2	-4	.	.	.	.	4
16	CCN(CC)S(=O)(=O)c1csc(C(=O)NC2CCCCC2)c1	-39	19	-1	52	-1	1	-6	-4	-52
17	CCCn1cnc2sc(C(N)=O)c(C)c2c1=O	-21	7	-1	12	1	0.8	-11	3	-11
18	Cc1ccc2c(c1)N(CC(=O)N1CCCc3ccccc31)C(=O)C(C)O2 (stereo not drawn)	4	5	2	8	6	0.8	0	-14	-5
19	COCCn1nnnc1C(c1ccccc1OC)N1CCc2ccccc2C1 (stereo not drawn)	-3	.	-3	-6	.	.	.	.	4
20	CCOC(=O)c1c(C)[nH]c(C(=O)OCC(=O)Nc2ccc(OCC)cc2)c1C	3	-4	-8	-18	2	0.9	3	14	15
21	CCCC(C)NS(=O)(=O)c1ccccc1 (stereo not drawn)	12	1	-2	10	5	0.9	-3	-4	-8
22	COc1cc(CC(=O)Nc2ncc(C)s2)cc(OC)c1OC	-8	4	-8	4	12	0.9	-14	-22	-3
23	CCCOc1ccc(C(CC(=O)O)NC(=O)c2ccc3c(c2)OCO3)cc1 (stereo not drawn)	15	0	-2	-14	-20	1.2	0	21	13
24	CCCOc1ccc(C2C(C(=O)c3ccco3)=C(O)C(=O)N2CCCn2ccnc2)cc1 (stereo not drawn)	-9	11	-4	-4	6	1.5	-7	16	5
25	CCn1c2c(c3ccc(OC)cc31)CCCC2=O	11	4	-5	11	9	1.1	10	41	-9
26	O=C(NNC(=O)c1sc2cccc(Cl)c2c1Cl)NC1CCCCC1	0	13	-3	52	-14	1.2	-13	.	-51
27	CC(=O)c1ccc2c3c(cccc13)CC2	-4	15	-5	-15	11	0.9	9	-4	19
28	COc1ccccc1-n1c(C)nnc1SCC(=O)Nc1cccc(C(C)=O)c1	5	8	-1	7	4	0.9	5	-8	-10
29	CCC(C)c1ccccc1NC(=O)COC(=O)c1ccc(C)c(NC(=O)c2ccco2)c1 (stereo not drawn)	3	3	-2	-3	-12	1	-3	2	6
30	Cc1onc(-c2ccccc2)c1C(=O)NCC1CCCO1 (stereo not drawn)	2	1	-8	6	9	0.7	12	-1	-2
31	COc1cc(-c2noc(-c3ccccc3C(=O)NCc3ccco3)n2)cc(OC)c1OC	9	11	-1	2	5	1.3	-4	-7	-2
32	COc1ccc(CC(=O)OCC(=O)Nc2ncc(Cl)cc2Cl)cc1OC	7	3	-5	10	-3	0.9	1	3	-10
33	Cc1ccc(C(c2nnnn2CS(=O)(=O)c2ccc(C)cc2)N2CCC(C)CC2)cc1 (stereo not drawn)	-3	13	-6	8	-1	1.2	-4	-15	-5
34	C=CCn1c(/N=C/c2ccc(N(C)C)cc2)nc2ccccc21	16	7	-8	-3	9	0.9	-2	70	2
35	COCCCNC(=O)Cn1cc(C(=O)c2cccs2)c2ccccc21	4	.	-5	7	.	.	.	.	-4
36	O=C(NCCc1ccccc1)C1c2ccccc2C(=O)N1C1CC1 (stereo not drawn)	15	3	-8	7	0	0.9	6	-10	-4
37	COc1ccc(CCN2C(=O)c3ccccc3C2(O)c2ncc[nH]2)cc1OC (stereo not drawn)	2	.	-2	17	.	.	.	.	-13
38	CCC(NC(=O)OC(C)(C)C)C(=O)Oc1ccc2c3c(c(=O)oc2c1)CCC3 (stereo not drawn)	5	14	-8	-6	10	0.9	7	6	6
39	COC(=O)c1ccc(CSc2nc3cc(Cl)ccc3o2)cc1	-13	-2	-5	-1	-5	1	-3	30	1
40	CCN(CC)c1c2c(c(C#N)c3nc4ccccc4n13)CCC2	-36	.	20*	-10	.	.	.	.	10
41	CCCOC(=O)CCCC[C@H]1SC[C@@H](NC(=O)OC)[C@H]1NC(=O)OC	-5	.	-2	9	.	.	.	.	-7
42	Cc1ccc(C(=O)NCCCNCCCNC(=O)c2ccc(C)nc2)cn1	-7	1	-6	-4	5	.	6	.	5
43	Oc1ccc(/C=N/NC(=S)NCc2ccco2)cc1	-19	-1	-10	-2	-6	1.2	-5	.	2
44	CC(C(=O)OCC(=O)Nc1ncc(Cl)cc1Cl)N1C(=O)c2ccccc2C1=O (stereo not drawn)	-1	6	-5	0	7	1	1	-11	-1
45	Cc1ccc(C2CC(=O)c3cnc(N4CCN(c5ccccc5)CC4)nc3C2)cc1 (stereo not drawn)	29	12	-6	2	-1	0.9	-4	11	-1
46	CCCc1nc2sc3ccccc3c(=O)c2c(=O)n1CCOC	-16	0	-7	-1	-2	0.8	5	.	4
47	CCC(C)(C)NC(=O)C(c1cccn1C)N(Cc1ccc(C)cc1)C(=O)Cn1nnc2ccccc21 (stereo not drawn)	7	10	-6	8	-7	0.6	1	-2	-5
48	Cc1nc(N)[nH]c(=O)c1CCC(=O)OCC(C)C	-4	5	-2	-3	-2	.	2	.	-1
49	CCOC(=O)CSC1=Nc2ccccc2C2=NC(CC(=O)NCc3cccs3)C(=O)N12 (stereo not drawn)	-21	2	1	6	-9	1.1	-10	1	-9
50	CCOC(=O)NCc1ccc(Cl)c(Cl)c1	14	36*	-4	0	15	0.8	4	-11	1
51	O=C(CC1CCCC1)NCCc1cn2ccccc2n1	-1	-1	-5	1	8	1.1	-7	-13	-2
52	CCOC(=O)c1ccc(-n2c(=S)sc3c(=O)[nH]c(C)nc32)cc1	-11	1	-1	0	-5	0.9	-2	-2	0
53	Cc1cc2c(c(=O)o1)C(C1C=CCCC1)C(C#N)=C(N)O2 (stereo not drawn)	-11	5	-2	-8	-10	0.9	15	-11	7
54	Cc1ccccc1N/N=C1\CCCNC1=O	15	-1	-2	-11	-1	1	-2	-12	10
55	CCOC(=O)c1c(Nc2ccccc2)sc(/C=C2\C=Nc3ccccc32)c1O	-54	3	0	-10	-7	1.1	21	-4	9
56	N#C/C(=C/c1ccc(N2CCCCCC2)o1)c1ccc(Cl)cc1	49*	8	-5	6	-14	4.9	0	1	-6
57	CCN(CC)c1cc(Oc2ccccc2)ncn1	-17	-2	-5	-6	10	1.2	-4	-3	8
58	O=C1CC(Nc2ccc(N3CCOCC3)cc2)C(=O)N1c1cccc(C(F)(F)F)c1 (stereo not drawn)	13	3	-4	10	7	1.2	3	-57	-11
59	Cc1cc(C)n(CC2CC(=O)N(c3ccc(F)c(Cl)c3)C2=O)n1 (stereo not drawn)	-13	1	-6	-12	3	1.1	5	8	15
60	O=c1c2c(nc3nc(CCc4ccccc4)[nH]n13)CCC2	-11	-6	0	-6	0	1	3	-10	9

Further records follow:
nr	Structure	S1P2 blocker	PostGolgi ctrl	S1P2 agonist	sEH inh	Ecoli WT expand	PLAP activator	PostGolgi yeast	Mac1 fbg inh	sEH activator
61	Cc1c(C(=O)Nc2cccc3cccnc23)oc2ccccc12	11	-7	-3	2	-13	1	1	-11	-1
62	COc1cccc(OC)c1OCC(C)CNCC1CCCO1 (stereo not drawn)	-20	5	-6	10	-9	1.1	-1	5	-8
63	CC(C)(C)NC(=O)NC(=O)COc1ccccn1	17	4	-3	-2	-2	1.5	-1	-6	1
64	O=C(Cn1c(NCCCO)nc2ccccc21)c1ccc(Br)cc1	17	0	-7	.	9	1.3	-11	-10	.
65	Cc1ccc2c(c1)c1c(n2CC(O)CNC(CO)(CO)CO)CCCC1 (stereo not drawn)	4	12	-3	.	-8	1.7	3	-14	.
66	Cc1ccc(C(=O)NC(=S)NNC(=O)c2ccccc2[N+](=O)[O-])cc1	-18	.	-3	6	.	.	.	.	-1
